Source: PubChem (Emory University Molecular Libraries Screening Center)
14-3-3 PPI = modulators of human 14-3-3 gamma - Raf peptide interaction. P61981. FP, 14-3-3gamma / TMR-pS259-Raf peptide binding. AID 422. inhibition, % at 40 µM. 160,000 tested, 0.19% active; in the data active means inhibition above about 30%;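 further: 0% = protein plus tracer without compound and 100% = blank with tracer alone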
Target sequence (P61981 whole entry, looked up): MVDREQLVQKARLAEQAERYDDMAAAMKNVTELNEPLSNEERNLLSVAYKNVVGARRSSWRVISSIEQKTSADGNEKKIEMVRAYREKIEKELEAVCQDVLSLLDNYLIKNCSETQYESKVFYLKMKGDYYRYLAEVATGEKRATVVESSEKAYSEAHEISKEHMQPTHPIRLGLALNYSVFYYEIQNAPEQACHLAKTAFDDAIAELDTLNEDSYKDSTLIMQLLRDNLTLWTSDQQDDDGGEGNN
An asterisk follows results filed as active; & = joins results of further samples.

14-3-3 PPI | Molecule
-0.9 | COCCCN1C(=O)C(=O)/C(=C(/O)c2ccc(OC(C)C)cc2)C1c1ccc(O)c(OC)c1 (configuration not stated)
-2.1 | CC(C)Cn1c(CCC(=O)O)ccc1-c1cccs1
9.6 | CCc1ccc(C(=O)Nc2ccc(Br)cn2)cc1
-21.6 | CCCc1nc2sc3ccccc3c(=O)c2c(=O)n1Cc1ccco1
-22.2 | CC1Cc2nc(SCC(=O)Nc3cccc4ccccc34)n(C)c(=O)c2S1 (configuration not stated)
-0.6 | Cc1cccc(Cn2c(SCC(=O)OCc3ccccc3)nc3c2c(=O)n(C)c(=O)n3C)c1
-47.0 | N#Cc1c2c(c(NCc3ccccc3)n3c1nc1ccccc13)CCC2
6.8 | COc1ccccc1N1CCN(CC(O)COc2c(OC)cccc2OC)CC1 (configuration not stated)
-145.2 | Cc1nc2c(ccc3sc(NC(=O)c4nc5ccccc5s4)nc32)s1
1.4 | Cc1noc(C)c1S(=O)(=O)N1CCN(c2ccccc2F)CC1
1.3 | N#Cc1cc2c(nc1SCc1ccc([N+](=O)[O-])cc1)CCC2
-0.5 | CC(=O)c1ccc(S(=O)(=O)NCCCC(=O)NCCc2ccccn2)cc1
-5.1 | O=C(Cc1c[nH]c2ccccc12)NCc1ccccc1
6.2 | CCOC(=O)c1c(CN2CCOCC2)nc2c3ccccc3ccn12
3.4 | Nc1c(S(=O)(=O)c2ccccc2)c2nc3ccccc3nc2n1/N=C/c1cccc(O)c1
-3.2 | Nc1nc(CN2CCN(c3ccccn3)CC2)nc(Nc2ccc(Cl)cc2)n1
-5.7 | CCOc1ccccc1C(=O)Nc1sc2c(c1C(=O)OC(C)C)CCCC2
-2.5 | CC1(C)Cc2c(sc3nc(SCC(=O)Nc4ccccc4)nc(N)c23)CO1
-1.9 | COc1ccc(Nc2c(-c3c[nH]c4ccccc34)nc3ccc(C)cn23)cc1
-5.3 | Cc1ccc(-c2nnc(N3CCN(C(=O)CSc4ncn[nH]4)CC3)c3ccccc23)cc1
1.9 | COc1ccc(S(=O)(=O)N2Cc3ccccc3CC2C(=O)N2CCCCC2)cc1 (configuration not stated)
-1.4 | O=C(NCCc1ccc(Cl)cc1)C1CCC(=O)N1C1CCCCC1 (configuration not stated)
5.1 | CCCCc1ccc(NC(=O)c2cc3ccccc3o2)cc1
2.6 | CC(=O)c1cccc(NC(=O)c2ccc(NC(=O)C3CCCO3)cc2)c1 (configuration not stated)
-3.8 | C=CCn1c(SCC(=O)Nc2ccc(OC)cc2)nc2sc3c(c2c1=O)CCCC3

A draw from above in order of SMILES length, ascending:
14-3-3 PPI | Molecule
-5.1 | O=C(Cc1c[nH]c2ccccc12)NCc1ccccc1
6.8 | COc1ccccc1N1CCN(CC(O)COc2c(OC)cccc2OC)CC1 (configuration not stated)
-1.9 | COc1ccc(Nc2c(-c3c[nH]c4ccccc34)nc3ccc(C)cn23)cc1

Next part
14-3-3 PPI | Molecule
-6.4 | COc1ccccc1NC(=O)CS(=O)(=O)c1cccc2nsnc12
-5.6 | S=c1[nH]nc(COc2cccc3cccnc23)n1-c1ccccc1
-1.6 | Cc1cc2nc(Nc3nc4c(c(=O)[nH]3)CCC4)nc(C)c2cc1C
-100.2 | O=C1C=C(c2ccccc2)CC(c2cccs2)C1n1nnc2ccccc21 (configuration not stated)
-4.7 | Cn1c(C(=O)NCc2ccccn2)cc2c(=O)n3ccccc3nc21
-0.3 | Cc1ccc(N2C(=O)C3C4C=CC(C5CC45)C3C2=O)c(C)c1 (configuration not stated)
3.1 | Cc1ccccc1CS(=O)(=O)CCC(=O)NCc1cccnc1
-5.9 | Cc1cc(Nc2ccccc2)nc(N2CCOCC2)n1
-22.2 | CC(C)c1ccccc1NC(=O)CSc1nnc(COc2ccccc2)o1
-12.8 | O=C1C=C(Nc2ccc(Cl)cc2)CC(c2ccco2)C1 (configuration not stated)
1.0 | CC(C)(c1ccccc1)c1ccc(OCC(=O)Nc2sc3c(c2C(N)=O)CCCC3)cc1
1.6 | Cc1ccc(S(=O)(=O)N2Cc3ccccc3CC2C(=O)Nn2cnnc2)cc1 (configuration not stated)
0.5 | COc1ccc(OC)c(NC(=O)c2ccccc2CCc2ccccc2)c1
0.5 | CCOC(=O)c1c(C)n(C)c2cc3c(cc12)OC(=O)C3(O)C(F)(F)F (configuration not stated)
-13.9 | Cc1cnc(NC(=O)CSc2nnc(-c3ccccc3)o2)s1
-2.3 | CC1(C)CC(=O)c2cc(C(=O)Nc3ccccc3C(N)=O)c(=O)n(-c3ccc(Cl)cc3)c2C1
-3.0 | COC(=O)c1oc2ccccc2c1NC(=O)CN1CCCC1
-0.4 | COc1ccc(Nc2cc(C(=O)NCCCN3CCN(C)CC3)c3ccccc3n2)cc1
-0.9 | c1ccc(COn2nnc3ccccc32)c(COn2nnc3ccccc32)c1
-1.2 | O=C(CCCN1Cc2ccccc2C1)Nc1c2c(nc3c1CCC3)CCCC2
-11.1 | Cc1cccc(Nc2nc(N)nc(CN3CCC(C(N)=O)CC3)n2)c1C
4.6 | COc1cc(OC)cc(C(=O)n2nnc3ccccc32)c1
-4.7 | COc1ccccc1-c1nnc(SCC(=O)Nc2c(Cl)cccc2Cl)o1
0.0 | COc1cccc(C(c2nnnn2CCc2ccccc2)N2CCN(c3ccccc3)CC2)c1OC (configuration not stated)
-0.6 | Cc1cccc(OCC(=O)Nc2ccc3c(c2)OCO3)c1C
-0.5 | COc1ccc2cc3cc(C(=O)Nc4ccccc4N4CCN(C)CC4)oc3nc2c1
-2.4&7.0 | CCN(CC)CCNC(=O)C1c2cc(OC)c(OC)cc2C(=O)N2CCc3ccccc3C12 (configuration not stated)
-10.9 | Cc1ccc(C)c(N(Cc2ccc(Br)cc2)S(=O)(=O)c2ccccc2)c1
-0.4&10.7 | O=C(NC1CC2CCC1C2)c1ccc(CN2CCOCC2)cc1 (configuration not stated)
-55.0 | Oc1c(I)cccc1C=Nc1ccc2nc(-c3cccc(I)c3)oc2c1
-7.4 | COc1ccc(Cl)cc1Nc1nc(-c2sc(NC(C)=O)nc2C)cs1
-12.9 | Cc1c(NC(=O)c2ccc(Cl)cc2)cc([N+](=O)[O-])cc1NC(=O)c1ccc(Cl)cc1
-9.2 | COc1cc(C(C#N)N2CCOCC2)ccc1O (configuration not stated)
-12.8 | O=C1c2ccccc2C(=O)c2c1ccc(C(=O)Nc1ccc(OC(F)(F)F)cc1)c2[N+](=O)[O-]
3.7 | S=C(NCc1ccccc1)C12CC3CC(CC(C3)C1)C2
-7.3 | Cc1ccc2ccc(C(Nc3ccccn3)c3cccc(Oc4ccccc4)c3)c(O)c2n1 (configuration not stated)
-6.7 | CCOC(=O)c1c(NC(=O)C(C)Oc2ccccc2F)sc(C(C)=O)c1C (configuration not stated)
-5.5 | Cc1cc2c(N3CCCCC3C)ncnc2s1 (configuration not stated)
-0.7 | COc1ccc(N2C(=O)CSC2c2ccc(C(C)(C)C)cc2)cc1 (configuration not stated)
-1.3 | CC1CCCCN1S(=O)(=O)c1ccc(NC(=O)c2cccc(-n3cnnn3)c2)cc1 (configuration not stated)
-9.0 | COc1ccc(-n2nnnc2C2(Nc3cccc(Cl)c3)CCCCC2)cc1
1.9 | COc1ccc(NC(=O)C2CCCN(c3c4c(nc5ncnn35)CCC4)C2)cc1 (configuration not stated)
0.0 | COc1cccc(-c2nn(-c3ccccc3)cc2CO)c1
1.3 | CCOC(=O)c1nn(-c2ccc(OC)cc2)cc1O
-3.2 | CCNC(=O)c1cc2c(=O)n3cccc(C)c3nc2n(Cc2ccc(C)cc2)c1=N
-11.9 | CC1(C)CC(=O)C=C(Nc2ccc(C(=O)O)cc2)C1
-2.5&1.5 | CSc1nnc2c(n1)OC(C)N(C(=O)c1ccccc1)c1ccccc1-2 (configuration not stated)
5.5 | COc1ccccc1CN1C(=O)CN(C2CCCC2)C(=O)C1c1ccc(Cl)cc1 (configuration not stated)
0.0 | COc1ccc(/C(O)=C2\C(=O)C(=O)NC2c2ccc(OC)cc2OC)cc1 (configuration not stated)
-0.7 | COC(=O)C1=C(C(=O)OC)SC(=C2C(=S)C(C)(C)N(C(=O)C(C)C)c3cc(C)c(C)cc32)S1

Next part
14-3-3 PPI | Molecule
-29.4 | O=C(Cn1nc(-c2ccc(Cl)cc2)c2ccccc2c1=O)Nc1ccc(C(=O)N2CCCCC2)cc1
1.6 | COC(=O)c1ccc(NC(=O)c2cccc([N+](=O)[O-])c2C)cc1
-8.9 | CN1CCN(CCc2nc3cc(NC(=O)COc4ccccc4)ccc3n2C)CC1
13.1 | CC(=O)Nc1cc(C(C)C)c(C(C)C)cc1C(C)C
0.3 | COc1ccc(C(=O)NC(C(C(C)=O)C(C)=O)(C(F)(F)F)C(F)(F)F)cc1
-3.8 | Cc1nonc1NC(=O)CSc1nc(C2CCCCC2)nc2ccccc12
-0.5 | Cc1ccc(-n2nc(C(=O)N(C)c3ccc(Br)cc3)c3c4ccccc4n(C)c3c2=O)cc1
-5.0 | CCCOc1nnc(-c2ccc(C)c(S(=O)(=O)N(C)C)c2)c2ccccc12
5.2 | O=C1C(N2CCCC2)=C(N2CCN(S(=O)(=O)c3ccccc3)CC2)C(=O)c2ccccc21
-5.2 | COc1ccc(-c2nnc(SCC(=O)Nc3ccc(C)cc3)n2C)cc1
-2.0 | CCOC(=O)c1cnc2ccccc2c1Nc1cccc(OC)c1
-4.7 | CC(=O)N1CCN2C(=O)C1CCCC(=O)c1cc(C3CCCCC3)ccc12 (configuration not stated)
0.0 | O=C(CCC1N=C2c3ccccc3N=C(SCc3cccc(F)c3)N2C1=O)NCc1cccs1 (configuration not stated)
-2.5 | CCCCN=C(C(=O)Nc1ccc(Cl)c(C(F)(F)F)c1)c1ccccc1NC(C)=O
-8.3 | c1ccc2[nH]c(NC3=NCCC3)nc2c1
-7.8 | NC(=O)C1CC(=O)N(c2ccc(OCC(=O)NCc3ccccc3)cc2)C1 (configuration not stated)
-6.9 | COc1ccc(OC)c(-n2c(N)c(C(=O)N3CCCCC3)sc2=S)c1
-18.0 | CC(=O)c1c(C)[nH]c(C(=O)Nc2ccc(C(C)C)cc2)c1C
4.2 | COc1ccc(NC(=O)c2cnn3c2NC(c2cccs2)CC3C(F)(F)F)cc1OC (configuration not stated)
2.9 | COCCCNC(=O)CSC1=Nc2ccccc2C2=NC(Cc3c[nH]c4ccccc34)C(=O)N12 (configuration not stated)
-8.9 | Cc1ccc(N=Cc2ccc(O)cc2O)cc1F
-16.1 | O=C(CCC1N=C2c3ccccc3N=C(SCc3ccc([N+](=O)[O-])cc3)N2C1=O)NCc1ccccc1 (configuration not stated)
-5.2 | COc1cccc(C2C(N3C(=O)c4ccccc4C3=O)C(=O)N2c2ccc(C)c(F)c2)c1 (configuration not stated)
-4.5 | CCOc1ccccc1NC(=O)NC1CCN(CC(=O)Nc2ccc3c(c2)OCCO3)CC1
-12.2 | CN(CCC(=O)Nc1ccc2c(c1)OCO2)Cc1ccccc1
-7.9 | O=C(Nc1cccc(Cl)c1)Nc1cc(C(F)(F)F)ccc1N1CCOCC1
-5.4 | CC(c1ccco1)N(CCN(C)C)C(=O)Nc1ccc(Cl)cc1 (configuration not stated)
-3.6 | CC(C)CNC(=O)COc1ccc2c3c(c(=O)oc2c1)CCC3
-15.4 | O=C(COC(=O)Cn1cnc2ccccc21)NCCC1=CCCCC1
-14.5 | CCN1CCCC1CNc1ncnc2c1[nH]c1ccc(F)cc12 (configuration not stated)
4.3 | CCN1CCN(CCC(=O)Nc2ccc(OC)cc2)CC1
-8.7 | Cc1ccc(N(CC(O)COCc2ccco2)S(=O)(=O)c2ccc(C)cc2)cc1 (configuration not stated)
0.9 | CC(=O)c1c(C)n([O-])c2ccccc2[n+]1=O
0.8 | COC(=O)C1(C)Nc2ccccc2C(=O)N1c1ccccc1C (configuration not stated)
-4.9 | CCSCc1nnc(SCC(=O)Nc2nc3ccccc3s2)n1C
12.2 | CCOC(=O)N1CCN(C(=O)c2ccccc2N(C)S(C)(=O)=O)CC1
-9.8 | CCN(CC)CCCN1C(=O)C(O)=C(C(=O)c2sc(C)nc2C)C1c1ccco1 (configuration not stated)
-9.0 | O=c1[nH]c2cc3c(cc2cc1CN(Cc1ccccc1)Cc1nnnn1Cc1ccco1)OCCO3
-2.7 | Cc1cc(C)c(C#N)c(Nc2cccc(Cl)c2)n1
-7.2 | CCC(C(=O)Nc1ncccn1)(C(F)(F)F)C(F)(F)F
-7.4 | Cc1c(Cl)cccc1-n1ncnc1-c1cccc(Br)c1
1.3 | CC(=O)N(C)C1(c2nnnn2CCOC(=O)Nc2ccc(Cl)cc2)CCCCC1
-4.2 | CC(=O)c1cc2c(cc1NC(=O)CSc1nc3[nH]ncc3c(=O)n1-c1cccc(C(F)(F)F)c1)OCO2
-61.9 | Cc1ccc(C)c(N2CCN(C(=O)C(NS(=O)(=O)c3cccs3)c3ccccc3)CC2)c1 (configuration not stated)
-5.3 | O=C(Nc1ccccc1)c1ccc2c(c1)C(=O)N(c1nccs1)C2=O
-1.6 | CCCn1c(SCC(=O)N2CCCCC2)nnc1-c1ccco1
4.6 | Cc1cc(N2CCOCC2)nc2ccc([N+](=O)[O-])cc12
-26.6 | O=C(NCc1cccs1)c1ccc(N2CC3CC(C2)c2cccc(=O)n2C3)c(NS(=O)(=O)c2ccc(Br)cc2)c1 (configuration not stated)

Single entries from the list.
For 14-3-3 PPI, O=C(Nc1ccccc1)c1ccc2c(c1)C(=O)N(c1nccs1)C2=O has -5.3
For 14-3-3 PPI, O=c1[nH]c2cc3c(cc2cc1CN(Cc1ccccc1)Cc1nnnn1Cc1ccco1)OCCO3 has -9.0
For 14-3-3 PPI, CCN1CCCC1CNc1ncnc2c1[nH]c1ccc(F)cc12 (configuration not stated) has -14.5
For 14-3-3 PPI, CC(=O)N(C)C1(c2nnnn2CCOC(=O)Nc2ccc(Cl)cc2)CCCCC1 has 1.3

Part of the list above, as a markdown table.
| Compound | 14-3-3 PPI |
| --- | --- |
| CCSCc1nnc(SCC(=O)Nc2nc3ccccc3s2)n1C | -4.9 |
| O=C(NCc1cccs1)c1ccc(N2CC3CC(C2)c2cccc(=O)n2C3)c(NS(=O)(=O)c2ccc(Br)cc2)c1 (configuration not stated) | -26.6 |
| COC(=O)C1(C)Nc2ccccc2C(=O)N1c1ccccc1C (configuration not stated) | 0.8 |
| CCCn1c(SCC(=O)N2CCCCC2)nnc1-c1ccco1 | -1.6 |
| Cc1cc(C)c(C#N)c(Nc2cccc(Cl)c2)n1 | -2.7 |
| CC(c1ccco1)N(CCN(C)C)C(=O)Nc1ccc(Cl)cc1 (configuration not stated) | -5.4 |
| Cc1cc(N2CCOCC2)nc2ccc([N+](=O)[O-])cc12 | 4.6 |

Not all compounds are listed; rates above refer to the full screens.
